From PubChem
HTRA1 inh: inhibitors of human serine peptidase HTRA1; AID 504803; Q92743; inhibition, % at 5.96 µM; hit rate 0.5% among 340,000; recombinant HTRA1, FP-rhodamine activity-based probe, fluorescence polarization; in the data active means inhibition above about 36%;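 further: 0% = enzyme with DMSO and 100% = wells lacking enzyme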
Target sequence (Q92743 whole entry, looked up): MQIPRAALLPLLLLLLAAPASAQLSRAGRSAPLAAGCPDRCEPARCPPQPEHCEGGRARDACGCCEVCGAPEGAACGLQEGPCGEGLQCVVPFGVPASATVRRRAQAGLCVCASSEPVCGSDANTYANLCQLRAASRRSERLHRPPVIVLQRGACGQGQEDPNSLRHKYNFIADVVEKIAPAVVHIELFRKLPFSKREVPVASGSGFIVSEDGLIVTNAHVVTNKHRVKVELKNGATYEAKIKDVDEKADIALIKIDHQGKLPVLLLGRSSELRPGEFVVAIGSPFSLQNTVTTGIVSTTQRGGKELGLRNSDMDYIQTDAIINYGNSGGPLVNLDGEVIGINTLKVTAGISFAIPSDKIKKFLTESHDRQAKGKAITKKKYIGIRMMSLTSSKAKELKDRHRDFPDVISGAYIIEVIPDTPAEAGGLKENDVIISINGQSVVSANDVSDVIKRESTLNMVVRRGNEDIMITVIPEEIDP
mABHD4 FP: ABHD4 (mouse) inhibition, primary FP screen; Q8VD66; inhibition, % at 8.92 µM; purified mABHD4, FP-Rh probe fluorescence polarization; hit rate 0.54% among 370,000;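 active means inhibition exceeding the mean over every tested compound plus 3 SD, cut at about 30% in these data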;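 further: 0% = plate median of compound wells and 100% = S159A mutant with DMSO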
Target sequence (Q8VD66 whole entry, looked up): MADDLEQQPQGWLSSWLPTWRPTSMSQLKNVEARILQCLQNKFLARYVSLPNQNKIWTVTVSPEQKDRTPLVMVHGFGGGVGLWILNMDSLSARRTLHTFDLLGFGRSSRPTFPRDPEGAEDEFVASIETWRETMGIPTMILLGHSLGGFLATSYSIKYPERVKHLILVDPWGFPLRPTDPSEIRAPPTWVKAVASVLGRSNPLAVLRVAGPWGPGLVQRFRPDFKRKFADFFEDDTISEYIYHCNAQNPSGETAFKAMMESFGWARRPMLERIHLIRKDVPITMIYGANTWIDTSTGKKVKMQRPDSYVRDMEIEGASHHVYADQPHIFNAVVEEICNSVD
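Assay system: mouse ABHD4 enzyme, wild type / Also added: fluorescent activity-based probe FP-Rh / Doses: single nominal dose of 8.92 µM, 0.89% DMSO final / Timing: 45 min compound pre-incubation plus 60 min probe step, 25 °C / Signal: FP readout, ex 525 nm / em 598 nm / Control set: S159A mutant/DMSO as 100%, compound-well median as 0%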
SIAE inh: blocks human sialic acid acetylesterase; SIAE FP-Rh probe binding, fluorescence polarization; inhibition, % at 9.66 µM; hit rate 0.69% among 370,000;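 active means inhibition above a cutoff: mean of compounds within the control limits plus 3 SD of those, cut at about 17% in these data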;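 further: 0% = plate median of compound wells and 100% = probe without SIAE protein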
Rev-erbA mod: Rev-erb alpha (human) modulation; P20393; Rev-erbα–FITC-DNA binding, fluorescence polarization, 90 min; activity, % at 10 µM; hit rate 0.79% among 370,000;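 active means activity above about 14%, limit read from the data; passing the limit was not always enough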;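 further: 0% = DMSO wells with 35 nM protein and 100% = DMSO wells with 750 nM protein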
TDP2 inh: blocks human TDP2 phosphodiesterase activity; recombinant TDP2, T5PNP hydrolysis, p-nitrophenol absorbance 415 nm; hit rate 0.34% among 370,000; inhibition, % at 12.8 µM; O95551;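 active means inhibition above the mean of all tested compounds plus 3 SD, set per campaign, cut at about 25% in these data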;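 further: 0% = DMSO with enzyme and 100% = buffer with substrate but no TDP2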
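Assay system: Recombinant human TDP2 | Quantity: 120 nM TDP2 per well | Incubation: 2 h at 37 °C | Signal: Epi absorbance | Evaluation: Percent inhibition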
PG9 Ab binder: binds the HIV-1 gp120 antibody PG9. TR-FRET gp120-PG9 antibody binding. AID 624416. hit rate 0.43% among 360,000. inhibition, % at 6.7 µM; in the data active means inhibition above about 8.5%
LEDGF integ inh: blocks HIV-1 LEDGF/p75-dependent DNA integration | inhibition, % at 3.7 µM | TR-FRET IN-LEDGF/p75 DNA integration, Eu/Cy5 | hit rate 0.64% among 370,000;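 active means inhibition above the screen-wide mean plus 3 SD, cut at about 13% in these data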;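 further: signal is the Cy5 over europium emission ratio at 671 and 618 nm; 0% = plate median of compound wells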
PRMT1 inh: blocks human protein arginine methyltransferase 1; Q99873; recombinant PRMT1, activity-based probe fluorescence polarization; inhibition, % at 2.79 µM; hit rate 1.3% among 370,000; AID 652257;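 active means inhibition above about 21% made by adding two undisclosed values, limit read from the data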
rCAG binder: r(CAG) repeat RNA binding | inhibition, % at 3 µM | AID 651821 | hit rate 1.3% among 370,000 | TO-PRO-1 dye displacement fluorescence;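 active means inhibition above the plate cutoff, the mean of all test compounds on that plate plus 3 SD, cut at about 35% in these data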;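 further: 0% = DMSO alone and 100% = 100 µM mitoxantrone as full dye displacement; higher means more dye released from RNA so lower well fluorescence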
TCR CD3 inh: human TCR-CD3 binding inhibition | TAMRA-labeled TCR probe fluorescence, biochemical | inhibition, % at 9.4 µM | hit rate 0.37% among 360,000 | AID 651800; in the data active means inhibition above about 19%;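 further: recombinant mutant TCR 2C K166C tagged with TAMRA read by polarization; 0% = receptor in buffer alone and 100% = receptor with positive control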
The depositor's hits bear a star; · = no result given. A portion of the library, so the mix of outcomes need not match the whole.

SMILES	HTRA1 inh	mABHD4 FP	SIAE inh	Rev-erbA mod	TDP2 inh	PG9 Ab binder	LEDGF integ inh	PRMT1 inh	rCAG binder	TCR CD3 inh
COC1=CC(=O)OC(C)(c2ccccc2)C1 (stereo not given)	-2	3	3	-2	-14	-1.0	-2	-2	1	-1
CCn1cc(C(=O)NC(=S)Nc2ccccc2Br)cn1	-2	-4	-6	0	-9	-3.5	-2	-1	-5	6
Cc1ccc(/C=C/C(=O)NCCCn2ccnc2)cc1	-1	5	-1	-2	1	-1.4	-3	2	-3	0
CCOc1ccccc1-n1c(SCC(=O)Nc2nccs2)nnc1-c1ccoc1C	-7	-3	1	-8	-4	0.7	0	0	-4	3
CCOC(=O)C1(C(=O)OCC)CCN(S(=O)(=O)c2ccccc2)CC1	0	-4	0	1	8	-2.1	1	-3	1	-6
CN(C(=O)CSc1nnn(C)n1)c1ccccc1	0	-3	-7	-1	-17	-1.3	0	-1	2	10
Nc1ccc(-c2nnc(-c3ccccc3)o2)cc1	1	-2	-7	-5	11	0.8	0	1	8	3
COCCNC(=O)C1(C)CCN(C(=O)c2ccc(C(F)(F)F)nc2C)C1 (stereo not given)	·	-2	-10	-3	-7	-1.3	3	-4	2	2
Nc1nc2n(n1)C(=O)CC(c1ccccc1)N2 (stereo not given)	-16	2	2	-2	2	0.8	-4	4	-1	2
COc1ccccc1CNC(=O)Cc1ccccc1	5	1	2	-5	13	-2.4	2	1	0	-1
Cc1cc(=O)oc2n[nH]c(-c3ccccc3)c12	-3	-1	5	-2	-4	0.3	1	-5	1	8
COc1cc(S(=O)(=O)N2CCOCC2)ccc1F	6	3	-4	-5	-5	-0.3	-1	0	1	1
O=C1CCCC2=C1C(c1cccs1)n1nc(SCc3ccc(C(=O)O)cc3)nc1N2 (stereo not given)	8	-4	-1	-3	4	0.5	1	-3	5	6
c1ccc(-c2cc(-c3nnc4n3N=C(c3ccc5ccccc5c3)CS4)[nH]n2)cc1	-94	-6	-35	-5	6	-1.6	1	1	8	3
O=C(c1ccccc1)N1CCN(CCc2ccccc2)CC1	4	-3	2	5	-21	2.3	2	0	-8	-1
O=C1NCC(c2ccccc2)C1C(=O)N/N=C\c1ccc(-c2ccc(Cl)c(Cl)c2)o1 (stereo not given)	-85	-43	-30	7	-2	-2.8	1	0	16	6
C=CCn1c(Cc2cccs2)nnc1SCC(=O)Nc1ccc(OCc2ccccc2)cc1	·	-9	-8	-2	1	·	2	0	3	·
CCOC(=O)c1cc2c(=O)n3ccccc3nc2n(CC2CCCO2)c1=NC(=O)/C=C/c1ccccc1 (stereo not given)	-10	5	1	-18	-10	-4.0	3	0	-5	0
Cc1sc(NC(=S)NC(=O)c2ccco2)c(C#N)c1C	-4	-6	-2	-2	-28	2.8	-4	49*	3	-7
CCOC(=O)CC[C@H](NC(=O)Cn1cc(C)c(=O)[nH]c1=O)C(=O)OCC	13	2	-1	6	-5	-0.5	5	1	2	7
CC(C)[C@H](NC(=O)c1ccc(Cl)cc1Cl)C(=O)OCc1nc2ccsc2c(=O)[nH]1	2	-2	-4	2	7	1.0	-3	0	6	4
Cc1ccc(/C=[N+](/[O-])C2SC(=S)N(C)C2(C)C)cc1 (stereo not given)	0	4	-3	0	-14	0.0	-3	2	6	5
Cc1ccc(C(=O)N/C(=C/c2ccc(C(C)C)cc2)C(=O)NCCCN2CCOCC2)cc1	·	4	-1	1	-5	-0.5	-1	-1	-10	1
COc1ccc(CNC(=O)/C=C/c2ccccc2[N+](=O)[O-])cc1	-4	8	1	8	-2	-0.5	6	1	1	6
Cc1cc(C)c2sc(NNC(=O)c3ccc(S(=O)(=O)N4CCc5ccccc5C4)cc3)nc2c1	44*	1	-1	-5	-4	1.3	19*	2	48*	-11

In the list so far, these contain a Cl atom:
SMILES	HTRA1 inh	mABHD4 FP	SIAE inh	Rev-erbA mod	TDP2 inh	PG9 Ab binder	LEDGF integ inh	PRMT1 inh	rCAG binder	TCR CD3 inh
O=C1NCC(c2ccccc2)C1C(=O)N/N=C\c1ccc(-c2ccc(Cl)c(Cl)c2)o1 (stereo not given)	-85	-43	-30	7	-2	-2.8	1	0	16	6
CC(C)[C@H](NC(=O)c1ccc(Cl)cc1Cl)C(=O)OCc1nc2ccsc2c(=O)[nH]1	2	-2	-4	2	7	1.0	-3	0	6	4

(further entries)
SMILES	HTRA1 inh	mABHD4 FP	SIAE inh	Rev-erbA mod	TDP2 inh	PG9 Ab binder	LEDGF integ inh	PRMT1 inh	rCAG binder	TCR CD3 inh
CCOC(=O)C1CCCN(CCC(=O)Nc2c(C(=O)OC)[nH]c3cc(OC)ccc23)C1 (stereo not given)	5	-2	-4	-4	-4	-0.8	-2	2	-4	1
Cc1nn2c(c1-c1ccc(Cl)cc1)N=C(c1ccco1)CC2c1ccccc1 (stereo not given)	-22	-7	6	4	-6	-1.0	-1	6	10	-3
COc1ccc(OC)c(NC(=O)CCNC(=O)Cn2ccc3ccccc3c2=O)c1	-4	7	-3	3	-6	-3.4	-3	-1	0	-3
Cc1cccc(-c2nnn(CC/C(N)=N/O)n2)c1	-3	-3	7	-1	6	0.2	1	-1	1	-2
Cc1cc(C)cc(NC(=O)CSc2nc3ccccc3nc2N2CCCC2)c1	-18	-2	-6	-2	-5	1.0	-4	5	13	7
C[C@@H]1COc2cc(N3CC[C@H](O)C3)ccc2S(=O)(=O)N1	·	3	-3	5	1	-1.1	-1	1	1	-4
N#Cc1cccnc1N1CCC(C(N)=O)CC1	-2	-3	-3	3	9	-0.5	-4	1	-1	7
O=C(CCc1nc(-c2ccc(Cl)cc2)no1)NCc1ccccc1CN1CCOCC1	-1	-5	0	4	10	3.2	-7	4	0	-10
Cn1c(=O)n(CC(=O)Nc2ccc(F)cc2)c2ccccc21	-9	3	2	-2	-3	1.2	-5	-2	-2	-9
COc1ccc(N2C(=O)CC(N3CCN(S(=O)(=O)c4cc(C)ccc4C)CC3)C2=O)cc1 (stereo not given)	-7	-4	2	6	2	-3.4	0	-1	1	-1
CCOC(=O)COn1c(=O)c(C)[n+]([O-])c2ccccc21	-5	3	0	-6	-2	1.7	1	5	3	1
CCOC(=O)c1cc2cc(F)ccc2nc1C	4	7	-5	-3	4	0.6	-1	1	3	4
Cc1ccc(C)n1NC(=O)c1ccc(Cl)cc1Cl	-6	0	0	0	12	0.0	0	0	15	-2
Cc1ccc(C)c(Cn2c(CO)nc3ccccc32)c1	0	-4	-4	-1	-14	-1.3	-5	-2	-3	7
Cn1nnc(-c2ccc(OCc3ccccc3F)cc2)n1	-13	-2	2	0	-10	1.4	1	-1	-4	-1
O=C(NCCC1=CCCCC1)C(c1ccccc1)c1ccccc1	-5	-16	-3	-6	-11	3.2	0	3	1	0
O=C(Nc1ccnn1C1CCN(CCCC2CCCC2)CC1)c1ccccc1Cl	-4	-9	-20	4	-18	-1.9	1	-5	-7	9
Cc1ccc(S(=O)(=O)NCC(=O)OCC(=O)N(C)C2CCS(=O)(=O)C2)cc1 (stereo not given)	2	-4	12	8	9	0.4	0	-4	2	-1
Cc1nc2c(c(C)nn2-c2ccccc2)c(C)c1CCC(=O)Nc1ccc(CN2CCCC2)cc1	-23	-6	0	5	-2	-0.4	6	-6	10	9
COc1ccc(OCC#CCNC(C)(C)C)cc1	5	16	0	-1	4	0.4	2	-1	-4	4
COc1ccc(S(=O)(=O)N(CCc2ccccc2)CC(=O)NCCCO)cc1	-4	-17	0	5	6	0.8	-2	-1	-3	0
Cc1cccc(OCC(=O)NCCNC(=O)c2ccccn2)c1	-3	-4	-2	-3	-3	-1.0	1	2	-6	-5
O=C(O)C(F)(F)S(=O)(=O)O	4	0	6	6	1	1.2	-1	2	3	-4
CCOC(=O)C1=CN(Cc2ccco2)S(=O)(=O)N(C)C1CC (stereo not given)	-4	-4	2	-4	6	-0.1	6	3	1	2
COc1ccc(OCC(O)CNS(=O)(=O)c2ccc(C)cc2)cc1 (stereo not given)	·	0	-2	2	-12	-0.2	-1	2	-4	-7
SMILES	HTRA1 inh	mABHD4 FP	SIAE inh	Rev-erbA mod	TDP2 inh	PG9 Ab binder	LEDGF integ inh	PRMT1 inh	rCAG binder	TCR CD3 inh
CN(Cc1ccccc1)CC(O)COc1ccc(CNCc2nccn2C)cc1 (stereo not given)	3	1	2	5	-6	-2.5	4	-3	-5	-11
COc1cccc(CNC(=O)C[C@H]2CC[C@H]3[C@@H](COc4ccc(NC(=O)c5cccs5)cc4C(=O)N3C)O2)c1	·	12	-2	60*	-1	·	5	-1	9	·
CCOC(=O)C1CCCN(Cc2cccs2)C1 (stereo not given)	3	6	7	-6	13	-0.9	2	-3	-1	4
CCCc1nnc(SCC(=O)N2CCCCC2C)n1CC1CCCO1 (stereo not given)	4	1	2	2	11	-1.5	-1	3	-4	8
COc1cccc(CNC(=O)CCc2nc3cc(S(=O)(=O)N4CCOCC4)ccc3n2C)c1	-1	3	-3	-1	6	-0.6	1	2	-5	1
Cc1ccc(CSC2=NCCN2S(=O)(=O)c2ccccc2)cc1	-15	-6	3	1	-4	-2.9	-7	2	1	-1
Cc1ccc(NC(=O)C2CCN(C(=O)c3ccc(F)cc3)CC2)nc1	2	0	16	1	3	0.3	-2	-1	-6	5
COc1ccccc1/C=C\C(=O)NCC(=O)N/N=C/c1cccc(OC)c1O	12	10	5	7	2	-1.9	-6	-1	9	5
O=S(=O)(c1ccc(OCc2ccc(Br)cc2)cc1)N1CCOCC1	3	-1	6	-1	13	-0.8	2	-2	2	4
CC(C)Cc1ccc(S(=O)(=O)Nc2cccnc2)cc1	2	-11	-9	4	-16	-1.2	5	-4	7	-1
COc1cc2[nH]c(=O)n(CCCCCC(=O)N3CC=C(c4ccccc4)CC3)c(=O)c2cc1OC	-9	0	-4	4	-8	-2.6	-2	-2	-2	0
Cc1ccccc1C(=O)Nc1ccccc1-c1nnn(CC(=O)Nc2ccc3c(c2)OCCO3)n1	-9	-5	-4	11	-13	7.8	-1	1	3	0
COC(=O)c1cc(OC)c(OC)cc1NC(=O)C(C)Sc1ccc(C)cc1 (stereo not given)	-9	-13	1	4	-2	-1.4	4	3	-4	3
Cc1[nH]c2c(Cl)cccc2c(=O)c1CN1CCCC1	6	-4	3	-3	6	-0.7	-1	0	0	6
CCC1(CC)N=C(c2ccccc2)C(=S)N1	2	-1	-3	2	2	-1.9	-3	1	-1	3
COC(=O)c1ccc(Cn2ccc3ccc(-c4ccc5ccn(C(=O)c6cccc(OC)c6)c5c4)cc32)cc1	·	-2	-6	40*	1	·	2	-6	8	·
COc1cccc(NC(=O)CNc2cc(S(=O)(=O)N3CCOCC3)ccc2N2CCCC2)c1	-6	2	1	11	1	-2.7	-1	2	3	-2
CCC1C(=O)Nc2ccccc2N1C(=O)COc1ccccc1 (stereo not given)	-1	5	-7	-8	20	-1.2	0	2	-2	-1
NC(=O)c1nc[nH]c1C(=O)Nc1cccc(C(F)(F)F)c1	-6	-10	-12	0	-6	-1.2	-3	2	4	6
O=C(N/N=C/c1ccccc1F)c1cccc(NC(=O)c2ccccc2Cl)c1	-45	-26	-24	1	-1	-1.7	7	-5	1	2
CCCNC(=O)c1cc(C2CCCN(C(=O)c3ccc(OC)cc3)C2)on1 (stereo not given)	·	-3	4	-4	0	-0.4	-2	1	-1	3
CCn1c(=O)c2ccccc2n2c(SCC(N)=O)nnc12	-2	-1	1	-6	3	0.8	1	0	-1	5
